GLS inh = glutaminase GLS (human) inhibition | O94925 | GLS enzymatic activity, qHTS titration | Potency, µM (top dose mostly 45.5 µM), without a hit: top-dose activity change, negative = inhibition, usual class: inhibitors | 410,000 tested, 0.21% active | AID 624170; further: potency means the concentration at half of the fitted maximal effect; on the % scale 0 is the no-effect control and ±100 the full control effect
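hKGA in 45 mM KH2PO4 pH 8.2, 0.02% Tween-20 with pin-transferred compounds; 1 mM L-glutamine (stock) plus glutamate oxidase/HRP/Amplex Red coupling added. Fluorescence read initially and after 30 min at RT.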
BAZ2B inh = BAZ2B (human) inhibition. Q9UIF8. AlphaScreen BAZ2B-H3K14Ac peptide displacement. Potency, µM (doses to about 114 µM), for the others: top-dose activity change, negative = inhibition, hits mostly inhibitors. 360,000 tested, 4.4% active. AID 504333; further: potency means the concentration at half of the fitted maximal effect; on the % scale 0 is the no-effect control and ±100 the full control effect; nearly all actives have a fitted effect of over 60% in size
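AlphaScreen displacement: compounds (up to 110uM) incubated 30 min at room temperature with a preformed 50 nM BAZ2B/50 nM biotinylated H3K14Ac peptide complex in PBS pH 7.4 with Tween-20. Donor and acceptor beads at 10 ug/mL final added, 20 min light-protected before reading.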
ALOX12 inh = ALOX12 (human) lipoxygenase inhibition; Potency, µM (series often up to 108 µM), without a hit: at the highest dose activity change, negative = inhibition, usual class: inhibitors; 580,000 tested, 1.1% active; P18054; purified 12hLO, xylenol orange hydroperoxide absorbance; AID 1671190; further: potency means the concentration at half of the fitted maximal effect; on the % scale 0 is the no-effect control and ±100 the full control effect
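Purified human 12hLO at 150 nM in 25 mM Hepes, 0.01% Triton X-100, pH 7.0, preincubated 15 min at room temperature with compound. Reaction started with 40 uM arachidonic acid, 30 min at room temperature. Hydroperoxide measured by Fe-xylenol orange, 573/405 nm absorbance ratio.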
RGS4 inh = inhibitors of human regulator of G protein signaling 4; P49798; Transcreener GDP fluorescence polarization, RGS4-accelerated GTP hydrolysis; Potency, µM (highest dose often 114 µM), without a hit: top-dose activity change, negative = inhibition, usual class: inhibitors; 390,000 tested, 0.039% active; further: potency means the concentration at half of the fitted maximal effect; on the % scale 0 is the no-effect control and ±100 the full control effect; nearly all actives have a fitted effect of over 75% in size; some results filed as inactive show a strong effect at the top dose
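MLSMR compounds (23 nl, pin-transferred) preincubated 10 min at room temperature with a 500nM (2x) first reagent, then RGS4 at 900nM (2x) plus Transcreener GDP mix added; fluorescence polarization (620/688 nm) read before and after 90 min at 30 °C.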
G9a inh = blocks human histone lysine methyltransferase G9a; Potency, µM (top dose mostly 102 µM), inactives show at the highest dose activity, negative = inhibition, hits mostly inhibitors; G9a H3K9 monomethylation, AlphaScreen, 2 h; AID 504332; Q96KQ7; 350,000 tested, 8.8% active; further: potency means the concentration at half of the fitted maximal effect; on the % scale 0 is the no-effect control and ±100 the full control effect; nearly all actives have a fitted effect of over 75% in size
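Quantitative HTS format: methyltransferase activity on a biotin-tagged H3K9 peptide is measured by AlphaScreen, using a rabbit anti-monomethyl-H3K9 antibody with streptavidin donor and anti-IgG acceptor beads. Final levels are 20 nM enzyme, 500 nM peptide, 20 uM SAM; 2 h RT.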
JMJD2A Tudor = inhibitors of human JMJD2A Tudor domain; AlphaScreen JMJD2A-Tudor / H3K4me3 peptide binding; Potency, µM (titrated, usually from 114 µM), for the others: at the top dose activity change, negative = inhibition, most hits filed as inhibitors; 390,000 tested, 4.4% active; further: potency means the concentration at half of the fitted maximal effect; on the % scale 0 is the no-effect control and ±100 the full control effect; nearly all actives have a fitted effect of over 50% in size
Target sequence (O75164 whole entry, looked up, the tested form may be a part): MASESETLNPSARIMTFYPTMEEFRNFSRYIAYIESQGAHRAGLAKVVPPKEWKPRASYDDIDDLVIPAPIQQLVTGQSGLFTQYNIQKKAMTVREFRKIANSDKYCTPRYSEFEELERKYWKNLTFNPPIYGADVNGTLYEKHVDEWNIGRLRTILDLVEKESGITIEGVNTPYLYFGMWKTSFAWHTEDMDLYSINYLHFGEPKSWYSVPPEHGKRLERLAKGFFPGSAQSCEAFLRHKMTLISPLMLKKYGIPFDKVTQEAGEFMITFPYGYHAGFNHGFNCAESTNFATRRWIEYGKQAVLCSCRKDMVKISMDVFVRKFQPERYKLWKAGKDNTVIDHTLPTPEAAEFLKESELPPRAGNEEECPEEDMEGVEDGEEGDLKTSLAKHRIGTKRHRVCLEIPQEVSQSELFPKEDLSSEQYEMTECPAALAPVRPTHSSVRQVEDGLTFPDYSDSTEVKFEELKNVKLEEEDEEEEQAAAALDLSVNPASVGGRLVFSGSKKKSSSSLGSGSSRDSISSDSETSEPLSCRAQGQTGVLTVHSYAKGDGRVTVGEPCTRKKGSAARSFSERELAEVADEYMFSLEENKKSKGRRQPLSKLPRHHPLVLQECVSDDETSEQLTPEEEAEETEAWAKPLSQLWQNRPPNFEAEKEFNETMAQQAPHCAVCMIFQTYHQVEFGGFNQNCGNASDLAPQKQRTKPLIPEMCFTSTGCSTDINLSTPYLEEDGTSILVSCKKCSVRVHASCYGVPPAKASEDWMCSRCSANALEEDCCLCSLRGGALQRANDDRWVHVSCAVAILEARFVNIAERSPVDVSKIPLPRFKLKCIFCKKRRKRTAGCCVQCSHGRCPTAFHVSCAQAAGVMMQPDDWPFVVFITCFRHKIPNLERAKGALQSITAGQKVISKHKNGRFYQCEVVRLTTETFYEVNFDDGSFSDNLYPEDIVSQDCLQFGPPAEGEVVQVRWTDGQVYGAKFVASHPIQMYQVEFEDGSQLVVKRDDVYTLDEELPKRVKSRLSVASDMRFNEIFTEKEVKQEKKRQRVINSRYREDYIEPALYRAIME
PI4K2A inh = blocks human PI4K2A kinase activity; Q9BTU6; purified PI4K2A, ADP-Glo luminescence, 1 h; hits give low values; activity change, negative = inhibition, % at 76.9 µM; 420,000 tested, 0.13% active; in the data active means activity change below about -50%; inconclusive means mostly about -30% to -49%;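 further: -100% = wells without enzyme as full effect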
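In this quantitative HTS, ADP production by PI4K2A was quantified luminescently after 1 h at ambient temperature; 100 microM adenosine served as plate-quality control.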
HP1b binding inh = HP1-beta chromodomain-methylated histone interaction inhibition; P83916; AlphaScreen HP1-beta / biotin-H3K9me3 peptide binding; Potency, µM (highest dose often 114 µM), for inactives: at the highest dose activity change, negative = inhibition, most hits filed as inhibitors; 390,000 tested, 0.56% active; AID 540317; further: potency means the concentration at half of the fitted maximal effect; nearly all actives have a fitted effect of over 70% in size; inactives centre near 23
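Compound inhibition of the preformed complex between 50 nM HP1-beta and 50 nM biotinylated H3K9me3 peptide was read by AlphaScreen. Buffer was PBS pH 7.4 with 0.01% Tween-20. Incubations ran 30 min at room temperature, with 10 ug/mL donor/acceptor beads.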
ERG-DNA inh = ERG Ets/DNA interaction inhibition; P11308; fluorescence polarization, His-ERG Ets domain / labelled DNA; Potency, µM (doses to about 76.9 µM), without a hit: top-dose FP activity, negative = inhibition, hits mostly inhibitors; 370,000 tested, 0.028% active; active means well fitted inhibition curve with a large enough effect in the polarisation, with a control signal flat; inconclusive means small, poorly fitted or top-dose-only effect, or effect the other way, or a change in a side signal; inactive means no such curve, though single readings can be large or run the other way; the % refers to the polarisation;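 further: polarization taken with two DNA probes labelled with fluorescein and Texas red; potency means the concentration at half of the fitted maximal effect; % of control where 0% means no effect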
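His-tagged ERG Ets domain (1 uM in the protein solution; 300mM KCl, 50mM Tris-HCl, 1mM EDTA, 1mM DTT, pH 7.5) received compound, then a probe mix of 5 nM fluorescein-DNA and 100nM Texas-615-DNA. Fluorescence polarization was read for both dyes.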
The depositor's hits bear a star; ? = inconclusive; / = no result given; & = joins results of further samples; [ ] = remark or other dose. Unless noted, the call rests on the fitted dose curve; in most records, active means well fitted curve in the direction sought with a large enough effect; inconclusive means small, poorly fitted or top-dose-only effect, or another doubt; inactive means no such curve, though single readings can be large; an effect the other way counts as inactive or inconclusive. These rows are one share of the data, so the mix of outcomes need not match the whole.

SMILES	GLS inh	BAZ2B inh	ALOX12 inh	RGS4 inh	G9a inh	JMJD2A Tudor	PI4K2A inh	HP1b binding inh	ERG-DNA inh
Cc1cc(NC(=O)c2ccc3c(c2)C(=O)N(CCC(C)C)C3=O)no1	-15%	8%	-11%	-19%	8%[59 µM]	-8%	8	23%	1%
CCOc1ccc(NC(=O)CNC(=O)c2cccs2)cc1	2%	-15%	1%	28%	-27%	-1%	3	33%	-4%
CC(=O)c1c(C)nn(CC(O)COc2ccc3ccccc3c2)c1C (configuration not stated)	-13%	1%	7%	-25%	11%[0.501 µM]	-4%	-1	31%	1%
O=C(CCn1ccc2cc(S(=O)(=O)N3CCCC3)ccc21)NCc1cccc(Br)c1	0%	3%	-14%	-3%	1%[59 µM]	-5%	2	67%[activator]	7%
CCOc1ccc(NC(=O)c2cccc(NC(C)=O)c2)cc1S(=O)(=O)N1CCCC1	-3%	15%	?	-13%	4%	-8%	-2	27%	1%
CCN(CC)c1ccc(-c2nnc(SCC(=O)N(CCOC)c3c(N)n(CC(C)C)c(=O)[nH]c3=O)o2)cc1	-3%	-34%	-23%	-29%	-51%	-12%	-2	3%	-4%
CN1CCN(c2ccccc2NC(=O)c2cc3ccccc3o2)CC1	-2%	-35%	-3%	2%	?	-22%	-1	7%	0%
CCC1CCCCN1Cc1nc2c(c(=O)n(C)c(=O)n2C)n1CCCc1ccccc1 (configuration not stated)	2%	8%	23%	-26%	?	-19%	-5	30%	-8%
CCc1ccccc1NC(=O)Cn1c(=O)ccc2cc(S(=O)(=O)N3CCCC3)ccc21	-5%	0%	0%	-19%	3%[59 µM]	-11%	4	25%[57 µM]	-4%
CCC(=O)Nc1ccc(NC(=S)NC(=O)c2oc3ccccc3c2C)cc1	0%	-3%	-28%	3%	3%	-25%	2	28%	-1%
O=C(CSc1nnc(NC(=O)c2c(F)cccc2Cl)s1)Nc1ccccc1F	1%	-4%	4%	25%	4%	-8%	0	27%	-9%
O=C(Nc1nccs1)c1ccc(Cl)cc1[N+](=O)[O-]	-5%	-3%[57.1 µM]	-3%	-9%	15%	-17%	-6	46%[activator]	/
CCCC(CCC)C(=O)Nc1cccc(-c2nc3cccnc3s2)c1	-4%	-11%	?	-9%	-46%[59 µM]	-10%	-5	54%[activator]	3%
CCCCN1CC[C@H]2C=CC[C@@H](C(=O)Nc3nccs3)[C@H]2C1=O	-1%	/	?	-11%	/	-5%	-3	77%[activator]	-1%
CN1CCN(C(=O)c2cccc(S(=O)(=O)N3CCCC3)c2)CC1	6%	-5%	-15%	21%	-3%[12.7 µM]	-9%	3	36%	4%
Cc1nc(SCC(=O)NCC2CCCO2)c2oc3ccccc3c2n1 (configuration not stated)	15%	8%	2%	25%	-1%	-6%	-3	14%	/
COc1ccc(CN2CCN(C(=O)c3ccc(S(=O)(=O)N4CCCCCC4)cc3)CC2)cc1F	-1%	8%	?	3%	-35%	-22%	-2	17%	-12%
O=C(O)c1ccc(CN(Cc2ccccc2)S(=O)(=O)c2ccc(Cl)cc2)cc1	-16%	-2%	-4%	?	-8%	?	11	-5%	-6%
CCOc1ccc(OCC)c(NC(=O)CCCN2C(=O)c3cccnc3C2=O)c1	9%	-5%	0%	18%	11%[12.7 µM]	-19%	-1	5%	-12%
CCN(CC(=O)NC(C)(C)C)C(=O)CN1c2cccc3cccc(c23)S1(=O)=O	-8%	3%	4%	-12%	-17%	-6%	5	-14%	-24%
O=C(c1ccccc1F)N1CCCC(C(=O)N2CCc3ccccc3C2)C1 (configuration not stated)	7%	-4%	21%	11%	5%	-2%	0	-2%	1%
COC(=O)C1CC2=C(CC(C)(C)CC2=O)N(c2ccccc2)C1=O (configuration not stated)	7%	/	3%	11%	/	-14%	-3	22%	-6%
O=C(Cc1ccccc1)NCCSCc1ccc(Cl)cc1	-3%	5%	0%	4%	-1%	-3%	-19	42%[activator]	0%
CCOC(=O)Nc1ccc2c(CN(C)Cc3ccc(F)cc3)cc(=O)oc2c1	-4%	0%	3%	-1%	?	1%	-1	33%	8%
CCOC(=O)c1cnn(-c2ccccc2)c1-n1cccc1C(=O)C(=O)Nc1ccc(F)cc1	0%	?	-17%	-46%	22%[12.7 µM]	?	-1	-13%	-5%

(listing goes on)
SMILES	GLS inh	BAZ2B inh	ALOX12 inh	RGS4 inh	G9a inh	JMJD2A Tudor	PI4K2A inh	HP1b binding inh	ERG-DNA inh
O=C(COC(=O)CCNS(=O)(=O)c1cccc(C(F)(F)F)c1)NC(=O)NC1CCCCC1	-2%	-6%	-19%	-3%	15%[12.7 µM]	-10%	-6	20%	-1%
CCOc1ccc(C(=O)NCCc2cnc[nH]2)cc1OCC	2%	10%	/	2%	30%	-13%	-2	14%	3%
COc1ccc(-c2nnn(CC(=O)N(CCCN3CCOCC3)C(C(=O)NC3CCCC3)c3ccco3)n2)cc1 (configuration not stated)	0%	1%	-14%	-7%	23%[0.501 µM]	-15%	1	30%	-3%
COC(=O)c1ccc(C(=O)N=c2sccn2C)cc1	11%	-8%	16%&-22%	7%	19%	-8%	-2	29%	9%
O=C(NCc1ccco1)c1nn2cccnc2c1Cl	4%	-7%	0%	-3%	-47%	3%	4	39%[activator]	-11%
CC1=NN(c2ccccc2)C(=O)/C1=C/c1cccs1	-1%	16µM*	-21%	?	32µM*	40µM*	?	?	-10%
CC(C)[C@H](NC(=O)c1ccc(Br)cc1)C(=O)NC1CCCCC1	2%	2%	26%	24%	?	-23%	-3	16%	9%
O=C(Cn1c(=O)oc2cc(S(=O)(=O)N3CCCC3)ccc21)NCc1ccc(Cl)cc1	-8%	-16%	?	-5%	11%[59 µM]	3%	-14	31%	-3%
COc1ccc(C)cc1N=Nc1ccc(O)c2ncccc12	4%	18µM*	?	-6%	10µM*	8.9µM*	-20	7.9µM*	-8%
O=C(CSc1nnc(NC(=O)c2cccc(F)c2)s1)NCc1ccco1	0%	-14%	33%	19%	-2%	-7%	0	39%	-4%
Cc1nc(N)nc(N(C)c2ccccc2)c1Br	4%	/	8%	10%	/	-8%	-2	16%[57 µM]	-2%
CCN(CC)C(=O)CSc1nnc(-c2cnccn2)n1-c1ccccc1	-10%	1%	-19%	-18%	4%	6%	-6	36%	-2%
O=C(NCc1ccc(Cl)s1)C1CCC(=O)N(CCc2ccccn2)C1 (configuration not stated)	-11%	-10%	-2%	-1%	-11%	7%	1	38%	-3%
Cc1ccc(-n2nc(C)c3c2NC2=C(C(=O)CC(C)(C)C2)C3c2ccccc2OCC(=O)O)cc1 (configuration not stated)	?	/	1%	-24%	?	56µM*	6	-6%	10%
COc1cccc(CNC(=O)C(=O)NCC(c2cccs2)S(=O)(=O)c2ccccc2)c1 (configuration not stated)	4%	31%	-18%	?	10%[59 µM]	-30%	1	41%[57 µM]	1%
CCC(Sc1nc2cc3c(cc2c(=O)n1Cc1ccco1)OCO3)C(=O)Nc1cccc(OC)c1 (configuration not stated)	2%	1%	0%	-30%	48%[12.7 µM]	-4%	-3	45%[activator]	2%
CC(=O)c1cccc(CN2CCCC(N3CCN(c4ccccc4F)CC3)C2)c1 (configuration not stated)	2%	3%	7%	-15%	/	-29%	5	20%	5%
O=C(CCC(=O)OCC(=O)c1ccc(Cl)cc1Cl)Nc1cccc2cccnc12	-7%	11%	?	5%	/	8%	7	46%	3%

9 successive records out of the list so far, for reference:
SMILES	GLS inh	BAZ2B inh	ALOX12 inh	RGS4 inh	G9a inh	JMJD2A Tudor	PI4K2A inh	HP1b binding inh	ERG-DNA inh
O=C(CSc1nnc(NC(=O)c2cccc(F)c2)s1)NCc1ccco1	0%	-14%	33%	19%	-2%	-7%	0	39%	-4%
Cc1nc(N)nc(N(C)c2ccccc2)c1Br	4%	/	8%	10%	/	-8%	-2	16%[57 µM]	-2%
CCN(CC)C(=O)CSc1nnc(-c2cnccn2)n1-c1ccccc1	-10%	1%	-19%	-18%	4%	6%	-6	36%	-2%
O=C(NCc1ccc(Cl)s1)C1CCC(=O)N(CCc2ccccn2)C1 (configuration not stated)	-11%	-10%	-2%	-1%	-11%	7%	1	38%	-3%
Cc1ccc(-n2nc(C)c3c2NC2=C(C(=O)CC(C)(C)C2)C3c2ccccc2OCC(=O)O)cc1 (configuration not stated)	?	/	1%	-24%	?	56µM*	6	-6%	10%
COc1cccc(CNC(=O)C(=O)NCC(c2cccs2)S(=O)(=O)c2ccccc2)c1 (configuration not stated)	4%	31%	-18%	?	10%[59 µM]	-30%	1	41%[57 µM]	1%
CCC(Sc1nc2cc3c(cc2c(=O)n1Cc1ccco1)OCO3)C(=O)Nc1cccc(OC)c1 (configuration not stated)	2%	1%	0%	-30%	48%[12.7 µM]	-4%	-3	45%[activator]	2%
CC(=O)c1cccc(CN2CCCC(N3CCN(c4ccccc4F)CC3)C2)c1 (configuration not stated)	2%	3%	7%	-15%	/	-29%	5	20%	5%
O=C(CCC(=O)OCC(=O)c1ccc(Cl)cc1Cl)Nc1cccc2cccnc12	-7%	11%	?	5%	/	8%	7	46%	3%

Screens (PubChem BioAssay)
